rTrxR1 inhibitor: inhibitors of rat thioredoxin reductase 1; 390,000 tested, 1% active; O89049; Potency, µM (highest dose often 114 µM), inactives show top-dose activity change, negative = inhibition, actives largely listed as inhibitors; recombinant rTrxR1, NADPH fluorescence consumption, selenite substrate; note: % is set by controls: 0 for no effect and ±100 for the full control effect; nearly all actives have a fitted effect of over 65% in size
Target sequence (O89049 whole entry, looked up): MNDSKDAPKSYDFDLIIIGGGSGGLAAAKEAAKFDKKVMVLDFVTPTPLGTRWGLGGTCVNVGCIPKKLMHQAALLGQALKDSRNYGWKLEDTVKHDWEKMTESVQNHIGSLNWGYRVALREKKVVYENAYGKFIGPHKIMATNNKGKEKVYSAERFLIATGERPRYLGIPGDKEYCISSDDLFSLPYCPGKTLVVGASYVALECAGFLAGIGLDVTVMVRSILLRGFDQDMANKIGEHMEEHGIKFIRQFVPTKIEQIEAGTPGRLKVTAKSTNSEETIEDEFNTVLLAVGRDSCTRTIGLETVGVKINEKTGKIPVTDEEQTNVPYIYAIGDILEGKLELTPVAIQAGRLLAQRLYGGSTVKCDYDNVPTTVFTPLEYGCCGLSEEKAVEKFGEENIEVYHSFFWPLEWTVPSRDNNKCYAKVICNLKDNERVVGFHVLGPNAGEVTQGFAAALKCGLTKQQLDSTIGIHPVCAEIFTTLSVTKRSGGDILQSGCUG
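Rat TrxR1 (90 nM in the dispensed reagent) was pre-reduced with 400 uM NADPH for 5 min at room temperature, then incubated with compound for 15 min. After 400 uM selenite was added, NADPH fluorescence (Ex 340/Em 450 nm) was followed for 8 min.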
Vif-APOBEC3G blk: inhibitors of Vif-APOBEC3G interaction. Q9HC16. HeLa A3G-eYFP + Vif (tagged APOBEC3G with the HIV-1 protein that degrades it), YFP fluorescence, overnight. Potency, µM (series often up to 46.1 µM), inactives show at the top dose activity, negative = active, actives largely listed as inhibitors. 410,000 tested, 0.076% active. AID 602310;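 note: % is set by controls: 0 for no effect and ±100 for the full control effect; nearly all actives have a fitted effect of over 60% in size; hits raise eYFP signal because A3G escapes Vif-driven loss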
Target sequence (Q9HC16 whole entry, looked up): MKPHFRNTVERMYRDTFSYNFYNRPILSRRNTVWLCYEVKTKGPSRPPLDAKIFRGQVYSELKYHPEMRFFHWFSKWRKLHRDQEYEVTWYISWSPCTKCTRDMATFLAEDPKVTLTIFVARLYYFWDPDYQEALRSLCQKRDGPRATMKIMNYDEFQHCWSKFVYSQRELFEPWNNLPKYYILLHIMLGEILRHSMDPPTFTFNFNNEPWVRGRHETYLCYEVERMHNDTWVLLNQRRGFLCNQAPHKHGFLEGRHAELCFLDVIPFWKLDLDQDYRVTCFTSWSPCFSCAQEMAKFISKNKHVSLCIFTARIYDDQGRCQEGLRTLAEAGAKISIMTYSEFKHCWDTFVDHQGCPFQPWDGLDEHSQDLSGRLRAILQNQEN
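HeLa cells stably expressing Vif and C-terminally eYFP-tagged A3G, seeded overnight at 37 deg C, then exposed to compound by pintool overnight at 37 deg C. Rise in yellow fluorescence (Ex 488/Em 500-530, Acumen) marks blocked Vif-driven A3G degradation.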
Vif-A3F inh: blocks the Vif interaction with APOBEC3F | Potency, µM (top dose mostly 46.1 µM), inactives show top-dose activity, negative = active | AID 602313 | 390,000 tested, 0.2% active | HeLa A3F-eYFP + Vif (tagged APOBEC3F with the HIV-1 protein that degrades it), YFP fluorescence increase; note: % of control where 0% means no effect; nearly all actives have a fitted effect of over 65% in size
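HeLa cells stably expressing A3F-eYFP plus Vif, plated and incubated overnight at 37 deg C, then exposed to compounds overnight at 37 deg C. Blocked degradation read as raised yellow fluorescence (Ex 488/Em 500-530).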
RGS4 inh: human RGS4 inhibition. 390,000 tested, 0.039% active. Potency, µM (doses to about 114 µM), for the others: at the top dose activity change, negative = inhibition, usual class: inhibitors. AID 504845. Transcreener GDP fluorescence polarization, RGS4-accelerated GTP hydrolysis. P49798; note: % is set by controls: 0 for no effect and ±100 for the full control effect; nearly all actives have a fitted effect of over 75% in size; some results filed as inactive show a strong effect at the top dose
Target sequence (P49798 whole entry, looked up): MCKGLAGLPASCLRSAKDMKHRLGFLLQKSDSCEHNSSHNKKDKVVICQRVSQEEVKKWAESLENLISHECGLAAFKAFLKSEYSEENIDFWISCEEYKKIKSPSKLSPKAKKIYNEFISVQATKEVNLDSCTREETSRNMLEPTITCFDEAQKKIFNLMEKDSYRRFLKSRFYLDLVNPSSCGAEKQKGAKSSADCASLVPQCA
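MLSMR compounds (23 nl, pin-transferred) preincubated 10 min at room temperature with a 500nM (2x) first reagent, then RGS4 at 900nM (2x) plus Transcreener GDP mix added; fluorescence polarization (620/688 nm) read before and after 90 min at 30 °C.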
USP1-UAF1 inh: inhibitors of human USP1/UAF1 deubiquitinase; O94782; recombinant USP1/UAF1, Ub-Rhodamine cleavage fluorescence; Potency, µM (doses to about 57.1 µM), for the others: at the highest dose activity change, negative = inhibition, usual class: inhibitors; 390,000 tested, 0.23% active; note: % is set by controls: 0 for no effect and ±100 for the full control effect; nearly all actives have a fitted effect of over 60% in size; inactives centre near -12
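In this screen, compounds sit with the deubiquitinase complex (1nM) for 15 min at room temperature before Ub-Rho is added at 150nM final. Fluorescence rise is then followed for 6 reads every 60 seconds.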
mIDH1 inhibitor: inhibitors of human mutant IDH1 R132H; O75874; IDH1-R132H enzyme, NADPH consumption, diaphorase/resazurin fluorescence; Potency, µM (highest dose often 76.6 µM), for inactives: at the top dose activity change, negative = inhibition, usual class: inhibitors; 390,000 tested, 0.093% active; AID 602179; note: % is set by controls: 0 for no effect and ±100 for the full control effect; nearly all actives have a fitted effect of over 65% in size
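IDH1-R132H (0.5 ug/mL) preincubated 30 min with compound, then NADPH (0.016 mM) and alpha-KG (2 mM) added; 80 min at RT, pH 7.5. Remaining NADPH coupled via diaphorase/resazurin to fluorescence (540/590 nm); concentration-response curves normalized to no-enzyme control.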
ALOX12 inh: inhibitors of human 12S-lipoxygenase ALOX12. AID 1671190. Potency, µM (titrated, usually from 108 µM), for inactives: at the top dose activity change, negative = inhibition, most hits filed as inhibitors. P18054. 580,000 tested, 1.1% active. purified 12hLO, xylenol orange hydroperoxide absorbance; note: % is set by controls: 0 for no effect and ±100 for the full control effect
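Purified human 12hLO (150 nM final) in 25 mM Hepes, 0.01% Triton X-100, pH 7.0 was preincubated 15 min at room temperature with compound. Then 40 uM arachidonic acid was added, 30 min. Hydroperoxide was read by Fe-XO absorbance ratio 573/405 nm.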
TrxR1 substrate: substrates of rat thioredoxin reductase 1. O89049. purified TrxR1 substrate turnover, NADPH consumption readout. Potency, µM (series often up to 114 µM), for the others: at the top dose activity change, negative = substrate turnover. 390,000 tested, 0.01% active; note: % is set by controls: 0 for no effect and ±100 for the full control effect; nearly all actives have a fitted effect of over 50% in size
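Rat TrxR1, dispensed at 90 nM, was prereduced with 400 uM NADPH (final) for 5 min at ~22 deg C, then incubated with compound 15 min before 400 uM selenite. A first-read NADPH fluorescence drop versus no-compound background flagged substrates.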
RXFP1 ag: activates the human relaxin receptor RXFP1; Q9HBX9; HEK293T-RXFP1 cAMP TR-FRET, 30 min; response scale: percent of porcine relaxin response, buffer zero; Potency, µM (series often up to 57.5 µM), for the others: at the top dose activation, most hits filed as activators; 370,000 tested, 0.3% active; AID 2676; note: % is set by controls: 0 for no effect and ±100 for the full control effect; nearly all actives have a fitted effect of over 60% in size; many of its hits are not listed in these tables
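HEK293T cells stably expressing RXFP1 were pretreated with the PDE4 inhibitor Ro 20174, exposed to compounds for 30 min at 37C, lysed, and cAMP was read by TR-FRET. Data normalized to buffer (basal) and 29 nM porcine relaxin (100%).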
Numbers without * were called inactive; ? = inconclusive; · = not tested or not shown; & = joins results of further samples; [ ] = another dose, or the depositor's remark. Calls come from the whole dose curve; as a rule, active = well fitted curve in the direction sought with a large enough effect; inconclusive = small, poorly fitted or top-dose-only effect, or another doubt; inactive = no such curve, though single readings can be large; an effect the other way counts as inactive or inconclusive. Potency is the fitted concentration of half-maximal effect. This is a subset. The share of hits here may be higher or lower than overall.

SMILES	rTrxR1 inhibitor	Vif-APOBEC3G blk	Vif-A3F inh	RGS4 inh	USP1-UAF1 inh	mIDH1 inhibitor	ALOX12 inh	TrxR1 substrate	RXFP1 ag
CC(C)(C)NC(=O)COc1ccc2oc3c(c2c1)CCCC3	5%	-3%	-22%	3%	-3%	0%	-10%	3%[0.457 µM]	3.7%
COCCCN(C(=O)c1ccc2ccccc2n1)c1c(N)n(Cc2ccccc2)c(=O)[nH]c1=O	1%	2%	7%	2%	-9%	-3%	?	1%	0.2%
COc1ccc(/C=C/C(=O)O)cc1S(=O)(=O)N1CCCc2ccccc21	12%[57.1 µM]	-5%	6%	-4%	-3%	12%	-9%	7%	3.0%
O=C(NCCN1CCCC1)c1ccc(Cl)cc1Cl	-9%	-2%	-1%	-4%	-1%	7%	-4%	5%[57.1 µM]	1.8%
CCOc1ccc(NC(=O)c2ccc3c(SCC(=O)O)c4c(nc3c2)CCC4)cc1	7%	4%	-6%	3%	-23%	-14%	?	-2%	-1.0%
COc1ccc(OCCCC(=O)NCCc2ccccc2)cc1	-16%	3%	-4%	12%	-2%	6%	22%	-13%	-0.3%
CC(NC(=O)C(=O)NCCCn1ccnc1)c1ccccc1 (stereo not given)	10%	0%	-4%	-3%	-3%	2%	-3%	6%[57.1 µM]	-0.5%
Cc1ccccc1-n1c(SCC(=O)Nc2ccccc2Cl)nc2n[nH]c(C)c2c1=N	17%[57.1 µM]	-7%	-2%	-7%[56.9 µM]	-7%	?	14%	7%[57.1 µM]	-0.5%
O=S(=O)(Nc1ccc(S(=O)(=O)N2CCCC2)cc1)c1ccc(F)cc1	7%	-1%	-2%	3%	-4%	4%	-12%	4%[0.0914 µM]	-0.1%
Cc1ccc(C(=O)NNC(=O)C2CSC3(C)CCC(=O)N23)cc1 (stereo not given)	3%[57.1 µM]	0%	3%	-10%	-2%	6%	-6%	1%[57.1 µM]	2.0%
CCOc1ccc(CN(C)C(=O)CNC(=O)c2ccc3ccccc3c2)cc1OC	27%[57.1 µM]	-2%	11%	-14%	-5%	-1%	-27%	3%[57.1 µM]	1.1%
CSc1nnc(C)c(=O)n1COC(=O)c1ccc(S(=O)(=O)N2CCCC2)cc1	?	-4%	-3%	-52%	-5%	-4%	-13%	-5%	-0.3%
O=c1[nH]c(SCc2ccc(Cl)cc2)nc2c1CCC2	5%[57.1 µM]	-2%	1%	22%	-17%	3%	-12%	-5%	0.3%
COc1cc(NC(=O)CC2C(=O)N(c3cccc(C)c3)C(=O)N2Cc2cccs2)cc(OC)c1 (stereo not given)	-6%	-7%	0%	17%	-10%	2%	-11%	-8%	0.4%
COc1ccc(NC(=O)Nc2cc(F)ccc2C)cc1	2%[57.1 µM]	0%	8%	8%	-13%	0%	?	5%[57.1 µM]	-0.3%

Retrieved by compound from the list above, 2 records:
SMILES	rTrxR1 inhibitor	Vif-APOBEC3G blk	Vif-A3F inh	RGS4 inh	USP1-UAF1 inh	mIDH1 inhibitor	ALOX12 inh	TrxR1 substrate	RXFP1 ag
Cc1ccc(C(=O)NNC(=O)C2CSC3(C)CCC(=O)N23)cc1 (stereo not given)	3%[57.1 µM]	0%	3%	-10%	-2%	6%	-6%	1%[57.1 µM]	2.0%
CC(NC(=O)C(=O)NCCCn1ccnc1)c1ccccc1 (stereo not given)	10%	0%	-4%	-3%	-3%	2%	-3%	6%[57.1 µM]	-0.5%

The listing continues:
SMILES	rTrxR1 inhibitor	Vif-APOBEC3G blk	Vif-A3F inh	RGS4 inh	USP1-UAF1 inh	mIDH1 inhibitor	ALOX12 inh	TrxR1 substrate	RXFP1 ag
Cc1ccc(OCCCC(=O)Nc2nnc(C3CCCO3)s2)c(C)c1 (stereo not given)	15%[57.1 µM]	-6%	?	0%	-19%	5%	0%	10%[57.1 µM]	-0.5%
Cc1ccc(NC(=O)c2c([N+](=O)[O-])c(C(C)(C)C)nn2C)c(C)c1	6%[57.1 µM]	0%	1%	-4%	-17%	4%	12%	1%[57.1 µM]	-0.5%
O=C(CSc1nnc(-c2cccnc2)o1)Oc1ccccc1	11%	6%	-9%	31%	-5%	14%	8%	6%	2.3%
COc1cccc(CC(=O)N2CCC(n3nccc3NC(=O)C3CCOC3)CC2)c1 (stereo not given)	9%	-1%	-1%	0%	-22%	-3%	0%	4%	0.4%
O=C(CSc1nc(=O)n(CCN2CCOCC2)c2c1CCCC2)Nc1cccc([N+](=O)[O-])c1	-7%[57.1 µM]	-1%	-22%	2%	-9%	-10%	-5%	-8%[57.1 µM]	2.0%
CCCCc1ccc(NC(=O)c2cc3c(=O)n4ccccc4nc3s2)cc1	34%	·	·	-9%	10%	·	-10%	23%	0.6%
O=S(=O)(c1ccc(-c2cnc(C3CC3)o2)cc1)N1CCN(c2ccccc2F)CC1	6%[57.1 µM]	4%	2%	10%	-9%	18%	-2%	-2%[57.1 µM]	3.8%
CC(C)c1ccc(NC(=O)CSc2nc3ncccc3[nH]2)cc1	12%	-9%	-1%	-25%	-18%	6%	-5%&42%	-3%	-2.5%
CC(=O)NCCc1nc2ccccc2[nH]1	8%	2%	2%	13%	4%	-2%	1%[57.4 µM]	-7%	-0.4%
COc1cccc(C2CC(=O)N3CN(C4CCCCC4)CSC3=C2C#N)c1 (stereo not given)	-8%	0%	-8%	?	?	17%	13µM*	-4%	13%
COc1cccc(C(=O)Nc2nc3ccc(S(=O)(=O)N4CCCC4)cc3s2)c1	17%[57.1 µM]	-13%	-8%	-6%	-15%	5%	-19%	6%[57.1 µM]	5.8%
CCOC(=O)CSc1nc2sc(C)c(C)c2c(=O)[nH]1	1%	0%	·	2%	-8%	6%	21%	-3%	1.0%
Cn1c(=O)c2[nH]cnc2n(-c2ccccc2)c1=O	9%[57.1 µM]	-6%	3%	-5%	-18%	11%	-5%	0%[57.1 µM]	1.8%
CN1C(=S)N(c2cccnc2)C(=O)/C1=C\c1ccc(C(C)(C)C)cc1	3%	?	-29%	?	?	-4%	-17%	-3%	0.6%
N#Cc1c(-c2ccco2)ccn(Cc2cccc(F)c2)c1=O	13%[57.1 µM]	-7%	-3%	24%	-11%	-4%	-5%	38%	1.4%
COc1cc(CC(=O)OCC(=O)Nc2ncc(Cl)cc2Cl)cc(OC)c1OC	3%[57.1 µM]	-8%	-2%	-6%	-16%	8%	-4%	-7%	1.8%
COC(=O)c1cc(OC)nc2ccc(Br)cc12	15%	0%	-2%	-22%	-13%	17%	0%	5%	29%
CCOC(=O)c1c(NC(C)=O)sc2c(OC)cccc12	12%	-7%	·	-17%	-8%	4%	15%	4%	0.7%
CC(C)CN(CC(C)C)C(=O)c1cc(S(=O)(=O)N2CCCCC2)c[nH]1	19%	1%	3%	-16%	-18%	13%	-1%	1%	0.1%
Cc1cc(C(F)(F)F)n(-c2ccc(N)cc2)n1	-1%[57.1 µM]	0%	10%	26%	-23%	2%	5%	4%[57.1 µM]	-2.7%
Cc1cc2nc(C)n3c4ccccc4nc3n2n1	0%	2%	3%	0%	-21%	-3%	0%	-9%	11%
COc1ccc(Cc2c3cc(OC)c(OC)cc3cc[n+]2C)cc1OC	-52%	0%	-6%	-19%	-25%	-2%	·	1%[57.1 µM]	-1.0%
COc1cc(NC(=O)Cc2cccs2)cc(OC)c1	-19%	1%	3%	-71%[11.4 µM]	-6%	-7%	0%	-1%	1.4%
CCOc1ccc(OCC)c(S(=O)(=O)NC2CC(C)(C)NC(C)(C)C2)c1	-3%[57.1 µM]	-1%	1%	22%	-5%	-3%	2%	6%[57.1 µM]	1.0%
Cc1cc(=O)n2nc(N3CCCC(C(=O)NC4CCC(C)CC4)C3)sc2n1 (stereo not given)	25%	-8%	-2%	24%	-16%	-3%	-5%	0%	5.3%
CCN1CCN(CC(O)COCc2ccccc2)CC1 (stereo not given)	-4%	2%	-1%	7%	4%	0%	?	-6%	0.0%
CCOC(=O)c1cnc2c(OC)cccc2c1NCc1cccnc1	-2%	2%	2%	3%	-20%	18%	-9%	3%	27%
O=C(CC1CCCC1)Nc1cccc(Br)c1	13%	1%	-8%	-20%	-2%	11%	14%	3%	2.9%
COc1ccccc1N(C)S(=O)(=O)c1ccc(Cl)c(C(=O)Nc2ccccc2N2CCOCC2)c1	2%	6%	0%	17%	-11%	-1%	20%	-7%	·
Cc1ccccc1NC(=O)CN1C(=O)c2cccnc2Oc2ccc(Cl)cc21	11%	-4%	7%	9%	-24%	4%	0%	3%	-0.8%
Cc1csc(NC(=O)CSc2nc3ccccc3c(=O)[nH]2)n1	55%[activator][57.1 µM]	-6%	-17%	-10%	-10%	14%	-5%	42%[activator][57.1 µM]	-1.3%
O=C(O)c1cc(-c2cccc3ccccc23)nc2ccccc12	0%	-14%	2%	-6%	-26%	-5%	-12%	15%	4.4%
CN(/N=C/c1cccs1)c1cc(=O)n(C)c(=O)[nH]1	-25%	4%	5%	6%	-10%	8%	39%[activator]	-22%	0.0%
O=C(Nc1ccc(Cl)cc1)c1ccc(-n2cnnc2)cc1	29%[57.1 µM]	-4%	0%	4%	-21%	-4%	-23%	2%[57.1 µM]	1.0%
C=CCOc1ccccc1CN(C(=O)CCl)c1ccc2c(c1)OCO2	20µM*	1%	1%	?	-22%	0%	?	0%	0.7%
CCN(CC)C(=O)Cn1cc(S(=O)(=O)CC(=O)Nc2ccc(F)cc2F)c2ccccc21	-17%	1%	-1%	-52%	-2%	4%	-6%	-12%	1.2%

Source: PubChem BioAssay (National Center for Advancing Translational Sciences (NCATS))
